# D2 potentiator – positively modulates the human D2 dopamine receptor allosterically; P14416; HEK293 T-REx D2, calcium flux, EC20 dopamine potentiation; potentiation, % at 10 µM; actives 0.34% (n = 340,000); AID 485347;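 active = potentiation over 3 SD above the plate norm, cut at about 30% in these data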; also: 0% is about no effect
# Target sequence (P14416 whole entry, looked up): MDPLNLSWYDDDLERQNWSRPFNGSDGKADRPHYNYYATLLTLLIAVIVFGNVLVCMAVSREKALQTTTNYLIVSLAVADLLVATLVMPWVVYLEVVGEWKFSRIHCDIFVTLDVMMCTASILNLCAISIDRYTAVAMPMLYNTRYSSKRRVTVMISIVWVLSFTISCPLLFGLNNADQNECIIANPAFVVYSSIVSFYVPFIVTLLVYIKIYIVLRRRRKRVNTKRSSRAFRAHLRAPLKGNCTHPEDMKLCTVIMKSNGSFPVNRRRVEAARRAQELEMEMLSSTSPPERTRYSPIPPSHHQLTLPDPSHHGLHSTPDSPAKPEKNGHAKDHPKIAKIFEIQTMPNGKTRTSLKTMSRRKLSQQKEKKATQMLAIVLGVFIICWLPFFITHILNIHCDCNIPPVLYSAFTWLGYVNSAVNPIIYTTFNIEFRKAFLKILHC
#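 Cells plated with tetracycline inducer and held overnight at 30 C; calcium dye loaded 30–90 min at room temperature; baseline taken, compound added and read 180 s; EC20 dopamine then added and read 180 s.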
# D1 ag – activates the human D1 dopamine receptor. activation, % at 2 µM. HEK293 T-REx D1 cells, calcium flux, agonist mode. actives 1% (n = 360,000). AID 504660. P21728; in the data active = activation above about 30%; also: 0% is about no effect
# Target sequence (P21728 whole entry, looked up): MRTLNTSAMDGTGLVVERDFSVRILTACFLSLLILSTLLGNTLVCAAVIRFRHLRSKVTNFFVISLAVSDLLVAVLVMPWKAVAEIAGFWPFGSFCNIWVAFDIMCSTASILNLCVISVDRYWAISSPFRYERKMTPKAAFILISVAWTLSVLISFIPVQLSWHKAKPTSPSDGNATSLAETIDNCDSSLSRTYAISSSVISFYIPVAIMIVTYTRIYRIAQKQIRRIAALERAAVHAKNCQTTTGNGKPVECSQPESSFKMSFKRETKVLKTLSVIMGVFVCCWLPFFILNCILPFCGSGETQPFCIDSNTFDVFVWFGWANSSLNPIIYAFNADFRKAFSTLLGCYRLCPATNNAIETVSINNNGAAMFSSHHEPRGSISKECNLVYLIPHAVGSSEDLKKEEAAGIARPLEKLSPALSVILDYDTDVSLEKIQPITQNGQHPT
#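 Inducible HEK293 T-REx D1 cells, force-coupled to calcium signalling, were plated at 4000 cells/well with tetracycline and held overnight at 30 C. After no-wash calcium dye loading, compound-evoked calcium rise over 180 s flagged agonists.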
# LDHA inh – LDHA (human) enzyme inhibition. AID 1347041. P00338. actives 0.15% (n = 480,000). activity change, % (values are at about 110 or 230 µM). purified LDHA, NADH/diaphorase-resazurin fluorescence; stronger effect = lower value; in the data active = activity change below about -30%;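 also: plate controls were DMSO wells for no effect and wells without enzyme for full effect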
#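 Resorufin fluorescence (ex540/em590), read at 0 and 20 min after diaphorase/resazurin addition, reports the NADH left after a 5 min room-temperature reaction of 2 nM human LDH5 with 0.06 mM NADH and 0.2 mM pyruvate.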
# RXFP1 ag – activates the human relaxin receptor RXFP1; HEK293T-RXFP1 cAMP TR-FRET, 30 min; response scale: percent of porcine relaxin response, buffer zero; AID 2676; Potency, µM (titrated, usually from 57.5 µM), without a hit: at the highest dose activation, usual class: activators; actives 0.3% (n = 370,000); also: potency is read from the fitted curve at half-maximal effect; % is scaled to controls: 0 for no effect and ±100 for the full control effect; nearly all actives have a fitted effect of over 60% in size; many of its hits are not listed in these tables
#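 Agonist response is measured as cAMP accumulation in an RXFP1-transfected HEK293T line under PDE4 inhibition. Values are scaled between buffer-only and 29 nM porcine relaxin, and EC50s come from standard Hill equation fits.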
# D1 PAM – human D1 dopamine receptor positive modulation | P21728 | HEK293 TREx D1 cells, calcium flux, dopamine EC20 potentiation | potentiation, % at 10 µM | actives 0.036% (n = 360,000) | AID 504651; in the data active = potentiation above about 30%; also: 0% is about no effect
# Vif-A3F inh – blocks the Vif interaction with APOBEC3F | AID 602313 | actives 0.2% (n = 390,000) | HeLa A3F-eYFP + Vif (tagged APOBEC3F with the HIV-1 protein that degrades it), YFP fluorescence increase | Potency, µM (series often up to 46.1 µM), without a hit: top-dose activity, negative = active; also: potency is read from the fitted curve at half-maximal effect; % of control where 0% means no effect; nearly all actives have a fitted effect of over 65% in size
#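 HeLa cells stably expressing Vif plus C-terminally eYFP-tagged A3F were seeded, incubated overnight at 37 deg C, dosed with compound, incubated overnight again at 37 deg C. Yellow fluorescence (Ex 488/Em 500-530) reported blocked Vif-mediated A3F-eYFP degradation.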
# D1 antag – antagonists of human D1 dopamine receptor. HEK293 TREx D1 cells, calcium flux, dopamine EC80; stronger effect = lower value. activity change, negative = inhibition, % at 10 µM. actives 3.2% (n = 360,000). AID 504652; in the data active = activity change below about -30%; also: % is scaled to controls: 0 for no effect and ±100 for the full control effect
#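 Kinetic fluorescence of a calcium dye serves as the read-out. D1-expressing Hek293 Trex cells, induced overnight at 30 C, are exposed to compound for 180 s before an EC80 dopamine addition, then read 180 s further.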
# GRP78 ERSR act – ER stress response induction in glioma. actives 0.02% (n = 420,000). U87-MG GRP78 promoter luciferase reporter, 16 h. AID 602332. Potency, µM, without a hit: at the top dose activation, actives largely listed as activators; also: potency is read from the fitted curve at half-maximal effect; series mostly up to about 76 µM; % of control where 0% means no effect; nearly all actives have a fitted effect of over 35% in size
#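 Stably transfected U87-MG glioma cells carrying a GRP78-based luciferase sensor; 16 h compound incubation. Luminescence end-point read 10 min after Bright-Glo addition at room temperature.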
# Vif-A3G inh – blocks the Vif interaction with human APOBEC3G; actives 0.076% (n = 410,000); Potency, µM (titrated, usually from 46.1 µM), inactives show at the top dose activity, negative = active, actives largely listed as inhibitors; HeLa A3G-eYFP + Vif (tagged APOBEC3G with the HIV-1 protein that degrades it), YFP fluorescence, overnight; Q9HC16; AID 602310;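 also: potency is read from the fitted curve at half-maximal effect; % is scaled to controls: 0 for no effect and ±100 for the full control effect; nearly all actives have a fitted effect of over 60% in size; hits raise eYFP signal because A3G escapes Vif-driven loss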
#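 Read-out is eYFP fluorescence (Ex 488/Em 500-530) from Vif-expressing HeLa A3G-eYFP cells; more signal means A3G escaped Vif-mediated degradation. Cells plated overnight, compound pinned in, incubated overnight at 37 deg C.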
# * hit, by the source's call; . = not tested or not shown. Unless noted, calls follow the shape of the dose curve; as a rule, active = well fitted curve in the direction sought with a large enough effect; inconclusive = small, poorly fitted or top-dose-only effect, or another doubt; inactive = no such curve, though single readings can be large; an effect the other way counts as inactive or inconclusive. A portion of the library; rates above refer to the full screens.
# Results follow in this order: D2 potentiator	D1 ag	LDHA inh	RXFP1 ag	D1 PAM	Vif-A3F inh	D1 antag	GRP78 ERSR act	Vif-A3G inh
- CC(=O)Nc1ccc(C(=S)NCC2(N(C)C)CCCCC2)cc1
  0	12	2	3.0%	-7	9%	5	0%	2%
- C/C(=N\NC(=O)CSCc1ccc([N+](=O)[O-])cc1)c1ccccc1
  .	5	-10	0.0%	-10	-11%	2	4%	5%
- COC(=O)c1cc2c(s1)c1cnn(Cc3ccccc3F)c(=O)c1n2C
  .	5	.	3.0%	-4	.	-21	.	.
- O=C(CCn1c(=O)[nH]c2ccccc2c1=O)NCCCN1CCN(c2cccc(Cl)c2)CC1
  .	1	1	-1.5%	-11	-2%	-49*	0%	2%
- Cn1c(NNC(=O)C(c2ccccc2)c2ccccc2)cc(=O)n(C)c1=O
  8	3	4	-0.4%	1	-3%	20	-9%	2%
- COc1cccc(-c2cc(C(F)(F)F)n3ncc(S(=O)(=O)c4ccccc4)c3n2)c1
  -2	3	-11	0.2%	-3	-1%	5	1%	-5%
- CN(CC(=O)Nc1ccc(Cl)cc1)C1CCCCC1
  -10	6	-2	-0.4%	2	0%	-11	-3%	1%
- COCCn1c(SC)nnc1-c1c[nH]c2ccccc12
  -6	8	-6	4.7%	.	-1%	-1	0%	-6%
- CCCCNC(=O)c1cc2cc(CC)ccc2[nH]1
  -10	2	3	-0.7%	-2	3%	-5	7%	-6%
- CC(=O)c1c(C)[nH]c(C(=O)OCC(=O)N(C)C)c1C
  11	3	-1	0.5%	-7	-6%	4	-2%	-4%

# Further records follow:
# Results follow in this order: D2 potentiator	D1 ag	LDHA inh	RXFP1 ag	D1 PAM	Vif-A3F inh	D1 antag	GRP78 ERSR act	Vif-A3G inh
- Cc1cc(C(F)(F)F)nn1CC(=O)N(C)c1ccccc1
  .	3	-1	-1.0%	0	6%	5	0%	-5%
- O=C(O)c1ccc(N2C(=O)CSC2=S)cc1
  .	.	0	.	.	10%	.	-10%	5%
- CS(=O)(=O)Nc1ccccc1C(=O)NCCSc1ccccc1
  .	-3	-3	-2.4%	-1	-1%	-8	-4%	0%
- CCCCSc1nc(C(=O)O)cc(=O)[nH]1
  2	1	-11	-1.2%	1	1%	0	2%	-1%
- C1CCC2(CC1)C1=C(CCCC1)Nc1nnnn12
  8	8	0	0.5%	-3	-5%	-6	6%	0%
- O=S(=O)(c1ccc(F)cc1)N1CCN(c2ccc(-c3ccccc3)nn2)CC1
  -4	0	-5	11%	-3	4%	-14	-2%	1%
- O=C(NCCCc1ccccc1)c1ccc(-n2cncn2)c([N+](=O)[O-])c1
  -3	6	5	-0.9%	-6	-23%	-5	-3%	1%
- CC(=O)c1cccc(NC(=O)c2cc(-c3ccncc3)nc3ccccc23)c1
  -10	0	-6	-0.1%	3	-4%	18	1%	-14%
- Cc1ccc(-c2ccc(SCC(=O)NC3CCCCC3)nn2)cc1
  5	-1	-6	1.4%	-5	-16%	14	7%	0%
- O=C(c1cc(-c2ccc(Br)cc2)on1)N1CCCCCC1
  14	1	-7	-2.5%	-5	1%	-5	4%	-1%

# (continued)
# Results follow in this order: D2 potentiator	D1 ag	LDHA inh	RXFP1 ag	D1 PAM	Vif-A3F inh	D1 antag	GRP78 ERSR act	Vif-A3G inh
- COc1ccc(Cl)cc1NC(=O)CN(C)S(=O)(=O)c1ccc2c(c1)CCCN2C(C)=O
  -5	4	-2	-1.9%	-4	2%	0	-2%	-3%
- CN(CC(=O)Nc1c(Cl)cccc1Cl)C(=O)C1CC(=O)N(Cc2ccccc2)C1 (centres undefined)
  -5	2	-13	0.7%	3	1%	24	2%	-3%
- COc1ccc(/C=C2\C(=O)ON=C2c2ccccc2)cc1OC
  11	4	-50*	0.5%	-1	-12%	-24	-13%	-12%
- Fc1ccc(-c2nc3ccncc3[nH]2)cc1
  -3	1	-1	0.9%	-3	3%	19	-2%	2%
- COc1ccc(Cn2c(C(=O)O)c(CNC3CCC(C)CC3)c3ccc(C)cc32)cc1 (centres undefined)
  7	1	-1	4.2%	2	1%	28	-4%	1%
- CCOC(=O)c1cc(NC(=O)COC)ccc1O
  2	2	.	3.6%	-1	.	9	.	.
- Cc1ccc(C(=O)NNC(=O)CCN2C(=O)C3CCCCC3C2=O)cc1 (centres undefined)
  -4	0	-5	10%	-3	-1%	10	-3%	0%
- C/C(Cc1ccccc1)=N/NC(=O)CCCC(=O)N/N=C(/C)Cc1ccccc1
  -3	5	-1	0.5%	-9	0%	4	-1%	-1%
- COCCNC(=O)/C(C#N)=C/c1ccc(OCC(=O)NC2CCCCC2)cc1
  .	2	-3	-0.3%	-5	5%	-2	-7%	-1%
- CCCn1c(-c2ccccc2)cc(SC)c(C#N)c1=O
  0	2	-12	3.4%	-3	8%	7	0%	-5%

# Nothing new here: an excerpt of the list.
# Results follow in this order: D2 potentiator	D1 ag	LDHA inh	RXFP1 ag	D1 PAM	Vif-A3F inh	D1 antag	GRP78 ERSR act	Vif-A3G inh
- Cc1ccc(-c2ccc(SCC(=O)NC3CCCCC3)nn2)cc1
  5	-1	-6	1.4%	-5	-16%	14	7%	0%
- O=C(c1cc(-c2ccc(Br)cc2)on1)N1CCCCCC1
  14	1	-7	-2.5%	-5	1%	-5	4%	-1%
- COc1ccc(Cl)cc1NC(=O)CN(C)S(=O)(=O)c1ccc2c(c1)CCCN2C(C)=O
  -5	4	-2	-1.9%	-4	2%	0	-2%	-3%
- CN(CC(=O)Nc1c(Cl)cccc1Cl)C(=O)C1CC(=O)N(Cc2ccccc2)C1 (centres undefined)
  -5	2	-13	0.7%	3	1%	24	2%	-3%
- COc1ccc(/C=C2\C(=O)ON=C2c2ccccc2)cc1OC
  11	4	-50*	0.5%	-1	-12%	-24	-13%	-12%
- Fc1ccc(-c2nc3ccncc3[nH]2)cc1
  -3	1	-1	0.9%	-3	3%	19	-2%	2%
- COc1ccc(Cn2c(C(=O)O)c(CNC3CCC(C)CC3)c3ccc(C)cc32)cc1 (centres undefined)
  7	1	-1	4.2%	2	1%	28	-4%	1%
- CCOC(=O)c1cc(NC(=O)COC)ccc1O
  2	2	.	3.6%	-1	.	9	.	.
- Cc1ccc(C(=O)NNC(=O)CCN2C(=O)C3CCCCC3C2=O)cc1 (centres undefined)
  -4	0	-5	10%	-3	-1%	10	-3%	0%
- C/C(Cc1ccccc1)=N/NC(=O)CCCC(=O)N/N=C(/C)Cc1ccccc1
  -3	5	-1	0.5%	-9	0%	4	-1%	-1%
- COCCNC(=O)/C(C#N)=C/c1ccc(OCC(=O)NC2CCCCC2)cc1
  .	2	-3	-0.3%	-5	5%	-2	-7%	-1%

# Following part
# Results follow in this order: D2 potentiator	D1 ag	LDHA inh	RXFP1 ag	D1 PAM	Vif-A3F inh	D1 antag	GRP78 ERSR act	Vif-A3G inh
- COCCNS(=O)(=O)c1ccc(C2CNC(=O)C2)cc1 (centres undefined)
  6	1	-7	0.2%	-2	-8%	-17	-3%	-2%
- Nc1c(C(=O)CSc2nnc(Nc3ccc(F)cc3)s2)c(=O)[nH]c(=O)n1C1CC1
  18	1	-4	-1.0%	-6	0%	2	0%	-4%
- CCN(Cc1ccccc1)C(=O)C1CCN(S(=O)(=O)c2ccc3c(c2)CCCN3C(C)=O)CC1
  -4	0	1	1.5%	-6	2%	15	-3%	2%
- CC(C)N1CC2(CC(c3ccccc3F)=NO2)CN1C(=O)c1ccc(C(C)(C)C)cc1 (centres undefined)
  .	.	4	.	.	-12%	.	2%	1%
- O=C(O)Cn1c(-c2ccccc2)cc2ccccc21
  5	1	1	-1.0%	7	-3%	0	-3%	-4%
- O=C(CCn1c(=S)[nH]c2ccccc2c1=O)NCCSCc1ccccc1
  -1	1	-15	0.5%	0	3%	3	-4%	-1%
- Cc1ccc(CN(C(=O)c2ccco2)C(C(=O)NC2CCCC2)c2ccc(N3CCOCC3)cc2)cc1 (centres undefined)
  9	-1	-9	1.4%	-4	-6%	-1	-3%	0%
- CC(C)c1ccccc1OCC(O)CN1CCN(S(=O)(=O)c2ccc([N+](=O)[O-])cc2)CC1 (centres undefined)
  .	1	-10	-0.4%	-4	-9%	0	2%	0%
- CCOC(=O)C1CCN(C(=O)CSc2nc(N)cc(=O)[nH]2)CC1
  22	0	-7	-1.8%	4	-19%	-4	-4%	2%
- COCC(CN1CCN(C2=NS(=O)(=O)c3ccccc32)CC1)OC(=O)c1ccccc1 (centres undefined)
  11	1	-2	-0.9%	-2	1%	9	1%	-1%

# The listing continues:
# Results follow in this order: D2 potentiator	D1 ag	LDHA inh	RXFP1 ag	D1 PAM	Vif-A3F inh	D1 antag	GRP78 ERSR act	Vif-A3G inh
- CC(Nc1nc(-c2ccccc2)nc2ccccc12)c1ccccc1 (centres undefined)
  -11	8	-3	5.0%	-6	-10%	24	-1%	-24%
- COc1ccc(S(=O)(=O)Nc2cccc3c2O[C@H](CN(C)S(=O)(=O)c2cn(C)cn2)[C@@H](C)CN([C@H](C)CO)C3=O)cc1
  .	.	1	.	.	5%	.	-5%	1%
- O=C(CCc1ccccc1)NCCc1csc(-c2cccc(F)c2)n1
  -19	-1	-1	1.3%	2	5%	-12	-1%	-1%
- O=C1C(Cl)=C(NCCCN2CCOCC2)C(=O)N1CCc1ccccc1
  -2	15	3	0.7%	0	-4%	-3	8%	-2%
- Cc1ccc(-c2nnc(SCC(=O)N/N=C/c3ccc(C)s3)n2-c2ccc(C)cc2)cc1
  -12	4	-8	1.8%	1	1%	13	1%	2%
- CC(/C=C/C=C/c1ccccc1)=N/NC(=O)C(O)c1ccccc1 (centres undefined)
  .	1	0	1.2%	-4	15%	1	0%	-3%

# Source: PubChem (National Center for Advancing Translational Sciences (NCATS))
